Granule exo inh: blocks lytic granule exocytosis; AID 651702; TALL-104 LAMP-1 surface exposure, flow cytometry; cells stimulated with thapsigargin and PMA; inhibition, % at 10 µM; 360,000 tested, 0.66% active;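 active means inhibition above about 55%, limit read from the data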
ABCB6 inh MLPCN: human ABCB6 transporter inhibition; fluorescence ratio to DMSO, % at 10 µM; 360,000 tested, 0.19% active; K562-ABCB6 porphyrin accumulation, flow cytometry, 1 h; hits give low values; Q9NP58; AID 602162;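 active means fluorescence ratio to DMSO below 75%, the collection mean minus 3 SD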;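 further: signal is porphyrin accumulated inside mitochondria; 100% equals median channel fluorescence of DMSO control wells; lower ratio means ABCB6 inhibition with less porphyrin fluorescence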
Glyco luc inh: N-linked glycosylation inhibition. D54 ERlucT glycosylation luciferase reporter, 24 h; percent of 100 nM tunicamycin response. AID 588692. 360,000 tested, 0.23% active. reporter increase, % at 12.5 µM;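 active means mean luciferase reporter signal, scaled so untreated is 0 and the glycosylation-blocking control 100, at or above a set limit in every replicate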;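 further: luciferase carries N-glycosylation sites so blocking glycosylation raises the light; 0% = median of neutral control wells and 100% = median of 100 nM tunicamycin wells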
CaV13 FRET inh: Disruptors of the CACNA1D IQ motif to Ca2+-dependent inactivation inhibitor domain association, primary screening, Förster resonance energy transfer in intact living …. HEK cells, CFP/YFP FRET ICDI-IQ, plate reader, 10 min; percent FRET-ratio fall versus neutral wells. inhibition, % at 12.3 µM. 340,000 tested, 0.098% active;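 active means mean replicate inhibition of at least 30% and at least 1% of replicates passing that level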;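 further: 0% = median of the neutral control wells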
MC4R antagonist: blocks human MC4R cAMP signaling. MC4R-expressing cells, MTII-stimulated cAMP, LANCE TR-FRET. inhibition, % at 6.5 µM. 360,000 tested, 0.48% active. AID 540295;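 active means inhibition above its plate's cutoff, the mean of tested wells on that plate plus 3 SD, cut at about 29% in these data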;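 further: 0% = Melanotan II alone and 100% = Melanotan II plus saturating MCL0020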
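material = U2OS cells stably expressing human melanocortin 4 receptor (MC4R) | also added = Melanotan II challenge | dosing = single nominal compound dose of 6.5 µM | detection = TR-FRET with Eu-cAMP and labeled anti-cAMP, 671 nm | replication = singlicate | timing = compound 30 min, challenge 1 h, detection 1 h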
ABHD5-PLIN5 inh: blocks binding of human ABHD5 to perilipin-5. 360,000 tested, 0.78% active. Q00G26+Q8WTS1. AID 602281. Split G. princeps luciferase complementation, luminescence, 4 h. inhibition, % at 4 µM;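 active means inhibition above the mean inhibition across every tested compound plus 3 SD, cut at about 22% in these data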;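 further: 0% = DMSO only wells and the 100% control is not disclosed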
H9c2 protect: protects H9c2 cardiomyocytes from peroxide injury; AID 588492; H2O2 injury protection, ATPLite, 2 h; protection from H2O2 cell death, % at 20 µM; 360,000 tested, 0.63% active;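 active means compounds giving at least 50% protection of heart cells from peroxide-induced death in the single-dose screen, raw or plate-pattern-corrected value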;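 further: 0% = DMSO wells with peroxide and 100% = DMSO wells without peroxide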
HTR2A ag: mouse HTR2A agonism via beta-arrestin recruitment; P35363; CHO-K1 mHTR2A beta-arrestin complementation, luminescence; percent of 30 µM serotonin response; activation, % at 7.6 µM; 360,000 tested, 0.66% active;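 active means activation above a run cutoff, the mean activation of all tested compounds plus 3 SD, cut at about 14% in these data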;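 further: 0% = plate median of compound wells and 100% = 30 µM serotonin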
Target sequence (P35363 whole entry, looked up): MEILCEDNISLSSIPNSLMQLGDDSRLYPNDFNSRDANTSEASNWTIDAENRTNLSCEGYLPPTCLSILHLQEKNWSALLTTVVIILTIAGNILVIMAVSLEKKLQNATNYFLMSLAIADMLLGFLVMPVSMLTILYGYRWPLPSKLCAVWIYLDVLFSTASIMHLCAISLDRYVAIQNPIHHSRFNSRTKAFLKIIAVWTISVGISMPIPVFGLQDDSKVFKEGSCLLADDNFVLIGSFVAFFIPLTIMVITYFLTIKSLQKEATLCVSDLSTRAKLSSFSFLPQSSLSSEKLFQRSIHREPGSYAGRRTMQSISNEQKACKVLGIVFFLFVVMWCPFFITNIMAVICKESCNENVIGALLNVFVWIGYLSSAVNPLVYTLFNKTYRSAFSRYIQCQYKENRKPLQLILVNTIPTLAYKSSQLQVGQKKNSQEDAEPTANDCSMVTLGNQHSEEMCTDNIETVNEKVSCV
MC4R barr agon: agonists of human melanocortin 4 receptor (MC4R) beta-arrestin; P32245; U2OS MC4R beta-arrestin complementation, luminescence; percent of melanotan II response, DMSO zero; activation, % at 8.9 µM; 360,000 tested, 0.98% active; AID 540308;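 active means activation above a per-plate cutoff, the mean activation of sample wells on that plate plus 3 SD, cut at about 8% in these data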
PDI inh: inhibitors of human protein disulfide isomerase; P07237; PDI insulin aggregation turbidity, A650, 90 min; inhibition, % at 10 µM; 350,000 tested, 0.052% active; AID 588391;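 active means mean inhibition across replicates of 30% or more, whatever share of single replicates reach that level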;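 further: absorbance from insulin aggregation driven by PDI reduction with DTT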
Target sequence (P07237 whole entry, looked up): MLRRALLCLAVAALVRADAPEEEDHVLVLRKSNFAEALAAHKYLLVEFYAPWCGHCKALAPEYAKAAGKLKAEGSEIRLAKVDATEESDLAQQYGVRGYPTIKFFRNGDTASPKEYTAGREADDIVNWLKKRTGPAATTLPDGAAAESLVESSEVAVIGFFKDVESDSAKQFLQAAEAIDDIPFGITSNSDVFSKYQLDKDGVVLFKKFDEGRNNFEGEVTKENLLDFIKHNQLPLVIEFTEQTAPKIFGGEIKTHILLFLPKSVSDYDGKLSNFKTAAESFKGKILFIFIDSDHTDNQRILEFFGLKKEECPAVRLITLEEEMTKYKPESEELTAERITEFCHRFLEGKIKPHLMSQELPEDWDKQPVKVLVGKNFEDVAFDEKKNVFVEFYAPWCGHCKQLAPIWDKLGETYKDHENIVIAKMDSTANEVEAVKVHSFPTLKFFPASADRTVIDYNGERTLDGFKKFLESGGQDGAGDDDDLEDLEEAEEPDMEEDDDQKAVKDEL
Numbers without * were called inactive; nt = not tested or not shown; & = joins results of further samples. Outcome played no part in choosing rows; 4.2% or so of the library scored in one or more.

SMILES	Granule exo inh	ABCB6 inh MLPCN	Glyco luc inh	CaV13 FRET inh	MC4R antagonist	ABHD5-PLIN5 inh	H9c2 protect	HTR2A ag	MC4R barr agon	PDI inh
C[C@H](CCC(=O)O)[C@H]1CC[C@H]2[C@@H]3CC[C@@H]4C[C@H](O)CC[C@]4(C)[C@H]3C[C@H](O)[C@]12C	0&-3&-2	96&94&96	0&1&1	-5&-5&-6	1&12&16	2&-5&6	7&6&0	6&4&-1	0.1&0.3&0.9	-4&-2
COc1ccc(CCN(C)C(=O)C(CCSC)NC(=O)c2ccco2)cc1OC (configuration not stated)	14	102	1	-6	5	-12	1	5	-0.1	-1
CCOc1ccc(Nc2nc(N(C)c3ccccc3)nc(N)c2[N+](=O)[O-])cc1	-1	102	36*	-16	1	-4	-8	2	4.8	14
Cc1ccc(NC(=O)c2c(C(F)(F)F)nn(C)c2SCc2ccc(Cl)cc2)cc1C	0	94	-6	-4	-2	0	-14	-5	3.5	-5
O=c1oc(-c2ccc(Cl)c(Cl)c2)nn1-c1ccc(C(F)(F)F)cn1	6	96	1	-21	16	-7	-9	2	-0.5	12
C[C@@H]1CN([C@H](C)CO)C(=O)c2cc(Br)cnc2O[C@H]1CN(C)C(=O)Nc1ccccc1F	-4	100	2	-6	-2	0	0	7	0.5	-2
Cc1cccc(NC(=O)CCCC(=O)OC(C)C(=O)c2ccccc2)c1 (configuration not stated)	8	105	-1	-3	7	-1	0	-8	-2.0	-4
CCNC(=O)C1(C)CCN(C(=O)c2ccc(N(C)C)cc2)C1 (configuration not stated)	5	97	1	-9	-4	3	-1	0	-0.8	7
Cc1ccc(OCC(=O)N(Cc2cccc(Cl)c2)C2CCS(=O)(=O)C2)cc1C (configuration not stated)	-1	97	-1	-7	4	6	-3	1	-2.5	3
Cc1c(Br)c([N+](=O)[O-])nn1CC(=O)N1CCc2ccccc2C1	5	98	2	3	5	4	1	1	-1.8	18
Cc1cc(C(=O)COc2cc(F)ccc2[N+](=O)[O-])c(C)n1CC1CCCO1 (configuration not stated)	2	100	-5	-2	33*	4	-3	2	3.2	-14
COc1cc([N+](=O)[O-])ccc1NC(=O)CN1CCCC1	-2	95	1	-2	6	2	7	2	-1.5	1
CCN(CC(=O)NCc1ccc(Cl)cc1)C(=O)c1ccc(C#N)cc1	47	104	0	-18	0	5	-2	4	-1.9	4
CCOP(=O)(OCC)C(C)(C)NC(=O)c1cc([N+](=O)[O-])cc([N+](=O)[O-])c1	-3	100	1	-4	-1	1	-6	0	-0.8	1
CCc1cc(-c2n[nH]c(C)c2-c2nc(C)cs2)c(O)cc1OC	5	97	-3	1	-5	-8	-12	5	1.2	2
O=C(c1cc2ccccc2oc1=O)N1CCN(S(=O)(=O)c2ccccc2)CC1	1	94	nt	-2	7	-3	2	2	-1.1	-1
Cc1nn(Cc2nnc(SCC(=O)Nc3ccc(Cl)cc3)n2C)c(C)c1[N+](=O)[O-]	-8	95	-2	-5	3	3	40	-3	-1.4	4
Cc1[nH]c2ccccc2c1/C=N/NC(=O)C1CC1(c1ccccc1)c1ccccc1 (configuration not stated)	3	90	-1	-5	11	-4	-18	2	-0.4	3
CC(O)CNc1ncnc2cc(-c3ccc(F)cc3)sc12 (configuration not stated)	-7	96	-2	-4	0	-7	-6	-2	-1.9	4
O=C(NCCc1c[nH]c2ccccc12)C(=O)NCC(c1cccnc1)N1CCN(c2ccccc2)CC1 (configuration not stated)	1	92	-2	-3	5	6	-10	8	0.4	nt
CC1CCCN(CCCNC(=O)c2ccc3c(c2)N(Cc2ccccc2F)C(=O)c2ccccc2S3(=O)=O)C1 (configuration not stated)	2	100	-2	-2	-8	7	-10	-17	-0.5	4
O=C(NCc1ccc2c(c1)OCO2)C1CC(=O)N(C2CCCC2)C1 (configuration not stated)	4	94	0	nt	1	-1	-5	2	-0.2	1
C#CCONC(=O)c1cc(OCC(F)(F)F)ccc1OCC(F)(F)F	4	89	1	-5	-4	2	-1	5	-2.5	1
O=C(NC1CCCCC1)c1ccc(-c2ccccc2[N+](=O)[O-])o1	-2	103	-4	nt	4	7	-13	-14	-1.8	-1
COc1ccc(C2CC(c3ccccc3OC(C)=O)=NN2C(=O)/C=C/c2ccccc2)cc1OC (configuration not stated)	2	101	0	-5	7	8	-3	-5	-0.8	9
CCOc1cc(/C=N/NC(=O)c2cc(-c3cccc(OC)c3)nc3ccccc23)ccc1O	21	94	-3	-2	18	-8	-6	-2	-1.5	-2
CN(C(=O)COC(=O)c1c[nH]c2ccccc12)c1ccccc1	-2	101	-2	-12	8	-6	1	-3	-0.3	4
Nc1sc(-c2ccccc2)n[n+]1Cc1cccc2cccnc12	-8	94	-4	-4	2	5	-10	-2	-0.4	-5
COc1ccc(CCNC(=O)c2ccc3c(SCC(=O)O)c4c(nc3c2)CCCC4)cc1OC	-2	85	0	0	-1	-6	-3	-2	-1.6	5
CCCSc1cc(NCCOC(C)=O)c([N+](=O)[O-])c2nonc12	-4	102	8	-6	-2	-13	4	1	-1.7	-1
CCn1c(SCC(N)=O)nnc1-c1ccc(OC)c(OC)c1	1	97	-1	-8	1	-6	1	-1	-0.8	-1
CCN1C(=O)[C@H]2[C@@H](c3ccc(OC)cc3)N[C@]3(CCCN(Cc4ccc(C(F)(F)F)cc4)C3=O)[C@H]2C1=O	2	97	0	-9	0	-4	-12	0	-2.8	-7
Oc1c(Br)cc(Br)cc1CNc1nccs1	9	99	1	-1	5	-4	-12	-5	-1.9	2
O=c1c2ccccc2cnn1Cc1cccc(Br)c1	-2	78	-4	-4	5	1	1	-2	-0.5	-1
S=c1[nH]ncn1NCc1ccc(Cl)cc1Cl	4	101	4	2	26	1	5	10	0.6	1
CCOC(=O)c1nn(-c2ccc(Cl)cc2C)ccc1=O	-9	97	-1	-4	-6	-6	4	-1	-1.3	-2
O=C(Nc1cc(-c2ccccc2)[nH]n1)c1ccc(Cl)cc1	13	99	-4	-5	14	-6	-8	-1	1.0	-3
Cc1ccccc1-n1ncc2c1CC(C)(C)CC2NC(=O)CCC(F)(F)F (configuration not stated)	2	99	-2	-3	9	-2	12	0	-0.2	-2
CN(C)CCCN1CC(=O)N2[C@@H](Cc3c([nH]c4ccccc34)C2(C)C)C1=O	2	100	-2	-18	1	-1	2	6	0.3	10
CCOC(=O)CC1COc2ccccc2N1C(=O)c1cccc([N+](=O)[O-])c1 (configuration not stated)	-4	94	-3	-4	8	6	-1	5	-1.1	2
O=C(Nc1ccc2c(c1)OCO2)[C@@H]1CCCN1S(=O)(=O)c1cccc2cccnc12	-5	91	0	-11	-9	5	7	-5	-0.6	7
CC(=O)Nc1ccc2c(c1)ncn2C	8	96	3	nt	12	-3	5	4	-0.6	0
CCOC(=O)N1CCN(C(=O)CSc2nc3c(cnn3-c3ccccc3)c(=O)[nH]2)CC1	4	100	3	-6	2	-2	22	6	-0.5	nt
C/C(=N\NC(=O)CSc1nc(C)cc(C)n1)c1cccs1	1	97	1	-8	2	-10	2	0	-1.2	22
COc1cc(SC)ccc1C(=O)NCCNC(=O)c1nonc1N	-9	97	-2	-5	-2	6	3	3	-1.1	-19
S=C(Nc1ccccc1)N1CCc2ccccc21	-5	98	3	-5	4	-4	-3	-1	-2.6	10
O=C(CN(Cc1ccco1)Cc1ccco1)Nc1cc(S(=O)(=O)N2CCCCC2)ccc1Cl	1	93	-10	-2	29*	4	-13	-10	3.4	-4
CCOc1ccc(CCNC(=O)C2CC(=O)N(c3ccccc3OCC)C2)cc1OCC (configuration not stated)	0	93	-1	-3	9	0	5	-5	-4.3	8
CC(C)C(=O)N1CCN(c2nc3ccc(Cl)cc3s2)CC1	-1	99	-3	-7	10	1	-6	5	-1.4	-4
COc1ccc(C(=O)Nc2cccc(C)c2)cc1	3	93	-8	-6	-1	-5	-11	-3	-1.8	-5
CC1CN(S(=O)(=O)c2cccc(C(=O)OC(C)C(=O)NC3CCCCC3C)c2)CC(C)O1 (configuration not stated)	18	100	-1	-6	17	-3	-3	3	-3.4	-6
CCOc1cc(C(=O)NC)cc(OCC)c1OCC	-1	101	1	-9	14	6	2	10	-0.3	0
CN(CCO)C(=O)c1c(NC(=O)c2ccccc2)sc2c1CCCC2	3	97	-1	-5	19	-4	3	-1	0.5	-6
CC(C)Cc1nnc(NC(=O)CCC(=O)N2CCN(Cc3ccc(Cl)cc3)CC2)s1	11	101	-2	-14	-2	8	-9	2	1.4	-10
C[C@H](c1ccccc1)N1C[C@H](COCc2ccccc2)Oc2cc(N3CC[C@@H](N(C)C)C3)ccc2S1(=O)=O	62*	95	nt	-9	nt	3	nt	-6	nt	nt
CS(=O)(=O)N(CC(=O)NCc1ccc2c(c1)OCO2)c1cccc(Cl)c1	5	108	3	-1	18	4	3	0	-1.8	-6
COc1ccc(NC(=O)COc2cc(O)c3c(c2)OC(C)(C)CC3=O)cc1	1	92	-6	nt	8	5	-1	1	-0.5	nt
O=C(Nc1cc2ccccc2oc1=O)c1ccccc1	-5	101	-19	-6	12	-12	-16	-3	-0.7	0
Cc1cccc(/C=C(\C(=O)C(=O)O)c2ccc3ccccc3n2)c1	1	110	0	-5	14	-4	-7	1	0.0	-2
O=c1c(N2CCOCC2)c(N2CCOCC2)c1=O	5	96	2	-13	17	-3	-1	-5	-2.0	11
(cont.)
SMILES	Granule exo inh	ABCB6 inh MLPCN	Glyco luc inh	CaV13 FRET inh	MC4R antagonist	ABHD5-PLIN5 inh	H9c2 protect	HTR2A ag	MC4R barr agon	PDI inh
COc1cc(C(=O)N(C)C2CCCCC2)cc(OC)c1OC	0	101	0	-6	11	-4	4	2	0.1	-1
O=C(Cc1c(F)cccc1Cl)NC1CCN(Cc2ccccc2)CC1	4	98	-2	nt	9	2	0	-9	-3.5	0
COc1ccccc1OS(=O)(=O)c1ccc(NC(C)=O)cc1	8	94	1	6	-1	3	2	-2	-2.3	5
O=C(O)c1c[nH]c(=O)c2ccccc12	-4	101	1	3	2	-1	-1	-1	-1.8	-8
CSCc1cc(N2CCOCC2)nc(SCc2ccc(Cl)cc2Cl)n1	-4	98	-5	-5	-3	-7	-9	-3	-1.1	2
CCc1nc(NCCO)c(C#N)c2c1CCCC2	-8	102	-1	-3	-13	3	0	-1	1.4	2
O=S(=O)(Nc1ccc2c(c1)OCCO2)c1c(F)cccc1F	-10	85	4	-7	0	-4	-3	6	-3.1	2
COc1ccc(-c2ccccc2)cc1NC(=O)[C@@H]1O[C@H](CO)[C@H](O)[C@H](O)[C@H]1O	1	95	0	-5	2	-2	-3	-1	-2.5	-1
Cc1cc(OCC(=O)NCCc2ccc(S(N)(=O)=O)cc2)c2c(C)c(C)c(=O)oc2c1	22	90	1	-2	13	-5	1	1	-1.3	0
CN(C)CCCNc1nc(-c2ccc(Cl)cc2)nc2ccccc12	26	93	13	-20	6	12	7	-7	0.4	-3
COc1ccc(N=Nc2ccc(CO)cc2)cc1	1	107	-14	-4	14	0	-14	0	2.2	-5
